AID inh: Primary qHTS assay for inhibitors of Activation Induced Cytidine Deaminase (AID): AID signal; Single-stranded DNA cytosine deaminase (Homo sapiens), Q9GZX7; AID deamination FRET fluorescence, UDG-coupled, 4 h; Potency, µM (top dose mostly 115 µM), for the others: at the highest dose activity change, negative = inhibition, usual class: inhibitors; 91,000 compounds, 0.32% hits; AID 1347428, 2020; further: nearly all actives have a fitted effect of over 25% in size
Target sequence (Q9GZX7 whole entry, looked up): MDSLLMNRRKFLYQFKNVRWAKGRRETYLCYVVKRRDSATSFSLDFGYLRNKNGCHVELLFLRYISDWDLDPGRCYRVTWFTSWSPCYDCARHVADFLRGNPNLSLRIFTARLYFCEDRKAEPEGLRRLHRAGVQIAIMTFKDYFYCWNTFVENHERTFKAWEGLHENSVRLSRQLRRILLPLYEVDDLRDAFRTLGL
UDG counterscr: Primary qHTS assay for inhibitors of Activation Induced Cytidine Deaminase (AID): UDG Counterscreen signal. Uracil-DNA glycosylase. 91,000 compounds, 0.14% hits. Potency, µM (series often up to 115 µM), without a hit: top-dose activity change, negative = inhibition, hits mostly inhibitors. FRET deamination/UDG coupled assay, UDG read, 4 h; further: nearly all actives have a fitted effect of over 65% in size
* marks the source's active call; other numbers are inactive results; ? = inconclusive; & = joins results of further samples; [ ] = dose if it differs, or a comment. The call rests on the fitted dose curve; in most records, active means well fitted curve in the direction sought with a large enough effect; inconclusive means small, poorly fitted or top-dose-only effect, or another doubt; inactive means no such curve, though single readings can be large; an effect the other way counts as inactive or inconclusive. On the % scale 0 is the no-effect control and ±100 the full control effect; potency means the concentration at half of the fitted maximal effect.

SMILES	AID inh	UDG counterscr
CCc1ccc(NC(=O)CSc2nc(=O)n(Cc3ccncc3)c3c2CCC3)cc1	-14%	-8%
CCCN1C(=O)C(O)(CC(=O)c2ccc(C(C)C)cc2)c2ccccc21 (configuration not stated)	10%&11%	-2%&5%
Cc1ccc(NC(=O)C(Sc2ccccc2)c2ccccc2)c(C)c1 (configuration not stated)	1%	-2%
O=C(CCC1N=C2c3ccccc3N=C(SCc3ccc(F)cc3)N2C1=O)NC1CCCCC1 (configuration not stated)	?	?
COc1ccc2sc(N(Cc3cccnc3)C(=O)C3=COCCO3)nc2c1	-11%	-5%
COc1cccc(C(=O)/C(C#N)=C\c2ccc(F)c(Br)c2)c1	-4%	3%
CCOc1ccc(NC(=O)CCc2nnc3n(C)c(=O)c4sccc4n23)cc1	11%	-12%
Cc1ccc(-c2cn3c(n2)sc2cc(C(=O)NCCCN4CCCCC4)ccc23)cc1	?	0%
Cc1nc2c3ccccc3nc(NNC(=O)CCC(=O)N3CCN(c4ccc(F)cc4)CC3)n2n1	?	?
CCN(CC)CCCNC(=O)CCCn1c(=O)[nH]c2ccc(Br)cc2c1=O	20%	-4%
O=C1CC(c2cccc(F)c2)c2c(n3ncnc3[nH]c2=O)N1 (configuration not stated)	-4%	1%
CCN1c2ccccc2-c2nc(SCC(=O)Nc3cccc(C(F)(F)F)c3)ncc2S1(=O)=O	-17%	-19%
O=C(CSc1nccn1-c1ccccc1)Nc1nc2ccccc2s1	17%	-1%
CC1(c2ccccc2)C=C(c2ccccc2)Oc2ccccc21 (configuration not stated)	-5%	-5%
O=C(O)CCSCc1ccc(C(=O)O)o1	3%	6%
C/C(=N/NC(=O)c1cccs1)c1ccccc1	0%	-10%
O=c1cc(N2CCN(c3cccc(C(F)(F)F)c3)CC2)nc2ccccn12	-9%	-3%
O=C(NCC12CC3CC(CC(C3)C1)C2)Nc1ccc(Cl)cc1F	4%	-1%
CC(C(=O)NCCc1c[nH]c2ccccc12)N1CCCCCC1 (configuration not stated)	-7%	-8%
Cn1ccc2cc(S(=O)(=O)N3CCN(C(=O)Nc4ccc(F)cc4F)CC3)ccc21	-22%	-13%
COc1ccc(CCNC(=O)CS(=O)Cc2nc(-c3ccc(C)cc3)oc2C)cc1OC (configuration not stated)	31%	4%
N#CCCn1cc(C(=O)N2CCCCC2)c(-c2ccccc2)n1	7%	5%
Cc1nc2cc(-c3ccccc3)nn2c(C)c1CCC(=O)NCc1cccc(Cl)c1	4%	4%
Cc1cc2c(cc1C)CSC(c1cc(Cl)cc(Cl)c1O)SC2	-5%	-4%
Cc1ccc(-c2cc(C(F)(F)F)n3nc(C)c(Cl)c3n2)cc1	10%	9%
CCC(=O)N1CCc2cc(S(=O)(=O)CCC(=O)N(C)c3ccc(OC)cc3)ccc21	15%	0%
Cc1cc(C(=O)Nc2nnc(C3CC3)s2)c2ccccc2n1	5%	-3%
COc1ccc2c(CNCc3cccs3)c(C(=O)O)n(Cc3ccccc3F)c2c1	-23%	3%
CC(NC(=O)c1cc(-c2ccccn2)nc2ccccc12)c1ccncc1 (configuration not stated)	0%	-2%
O=C(CSc1n[nH]c(-c2ccccc2)n1)NCCc1ccccc1	-7%	9%
CNc1sc2c(c1C#N)CCCC2	32%[activator]	0%
CCN(CC)Cc1ccc(CNC(=O)c2n[nH]c(=O)c3ccccc23)cc1	-1%	-6%
O=Cc1cccc2c1OCCO2	2%	7%
COc1ccc(CCNC(=O)c2ccc3c(c2)CCN3S(=O)(=O)c2ccc(C)cc2)cc1OC	?	-3%
COc1cccc(N2CC(NC(=O)c3ccc(S(=O)(=O)N4CCCC4)cc3)CC2=O)c1 (configuration not stated)	-18%	-2%
CCc1ccc2nc(-c3ccnn3CC)cc(C(=O)O)c2c1	5%	3%
COC(CNC(=O)C1CCN(c2ncnc3sc(C)c(C)c23)CC1)OC	3%	3%
Cc1cc2ccccc2n1-c1ccc(C(=O)N2CCCCC2)s1	?	-8%
CC(c1nc(C(C)(C)C)no1)N1CCN(C(=O)c2ccco2)CC1 (configuration not stated)	5%	-8%
CCOc1ccc(NC(=O)CSc2nnc3c(C)cc4ccccc4n23)cc1	6%	-7%
COc1cc(SC)ccc1C(=O)Nc1cc(C)ccn1	-6%	1%
O=C(NCc1ccc(F)cc1)c1cc2n(n1)CCCN(Cc1ccc(F)cc1)C2=O	-3%	-7%
CCOC(=O)CCCSc1ccc2c(c1)OCCO2	-2%	0%
Cc1ccc(-c2cc(C(=O)N3CCN(S(=O)(=O)c4ccc(Br)cc4)CC3)[nH]n2)cc1C	-16%	-4%
O=C(NCCc1ccccc1)C1CCC(CNS(=O)(=O)c2ccc(Cl)cc2)CC1 (configuration not stated)	2%	8%
Cc1cc(Nc2ccc(C(C)C)cc2)nc(-n2nc(C)cc2C)n1	-14%	?
CCc1nn(CC(=O)N2CCCCC2)c(=O)c2cc3occc3n12	1%	-7%
Cc1ccc(OCC(O)Cn2c(NCCO)nc3c2c(=O)[nH]c(=O)n3C)cc1 (configuration not stated)	1%	-3%
CN(C)S(=O)(=O)c1cc(NC(=O)c2nn(Cc3ccccc3)c(=O)c3ccccc23)ccc1Cl	-5%	2%
C/C(=N\NC(=O)c1ccccc1)c1ccc(-c2ccccc2)cc1	-3%	-4%
COc1ccc(CNC(=O)c2cnc3c(cnn3C(C)C)c2)cc1	-1%	0%
Cc1ccc(C(=O)N(Cc2ccncc2)C2CC2)cc1	-1%	-1%
COc1ccc(CC(=O)NCCc2csc3nc(-c4ccccc4F)nn23)cc1	-6%	1%
O=C(c1ccc(F)cc1)N1CCc2c([nH]c3ccccc23)C1c1ccc(Cl)cc1 (configuration not stated)	?	-8%[57.5 µM]
Cc1ccccc1NC(=O)C(C#N)=C1CCCCCCC1	5%	-4%
O=C(COc1ncnc2ccc(Br)cc12)Nc1ccc(F)cc1F	6%	1%
CCN(Cc1ccc(Br)s1)C(=O)CCl	-9%	-4%
CC(C)Oc1ccc(CNC(=O)C2CCN(c3nc4ccccc4nc3C(F)(F)F)CC2)cc1	-15%	7%
O=C(CC(c1cccs1)N1Cc2ccccc2C1=O)Nc1ccc(F)c(Cl)c1 (configuration not stated)	-19%	-17%
CC(C)(C)OC(=O)N1CCCC1C(=O)NCc1cccc(Cl)c1 (configuration not stated)	3%	3%

Next section; the last four above are carried over.
SMILES	AID inh	UDG counterscr
CCN(Cc1ccc(Br)s1)C(=O)CCl	-9%	-4%
CC(C)Oc1ccc(CNC(=O)C2CCN(c3nc4ccccc4nc3C(F)(F)F)CC2)cc1	-15%	7%
O=C(CC(c1cccs1)N1Cc2ccccc2C1=O)Nc1ccc(F)c(Cl)c1 (configuration not stated)	-19%	-17%
CC(C)(C)OC(=O)N1CCCC1C(=O)NCc1cccc(Cl)c1 (configuration not stated)	3%	3%
CC(=O)Nc1ccc(SC(C)C(=O)N(C)c2ccccc2)cc1 (configuration not stated)	-2%	5%
CC1OC1P(=O)(O)O (configuration not stated)	-6%	-1%
Cc1ccc(NC(=S)NCC2(C)CC(NC(=S)Nc3ccc(C)cc3C)CC(C)(C)C2)c(C)c1 (configuration not stated)	-6%	-11%
CCOc1ccc(OCC)c(NC(=O)c2nnn(Cc3cc(Br)ccc3OC)c2N)c1	-29%	-9%
COc1ccc2c(C)c(CC(=O)Nc3nnc(CC(C)C)s3)c(=O)oc2c1OC	-9%	-5%
COc1cc(CNCc2c(C(=O)O)c(C)n(Cc3cccc(Cl)c3)c2C)cc(OC)c1OC	222%	-15%[57.5 µM]
COc1ccc(OC)c(/C(C)=N/O)c1	-3%	1%
CC1CCN(S(=O)(=O)c2ccc3c(c2)oc(=O)n3CC(=O)N2CCCCC2)CC1	9%	36%[activator]
CC(C)Sc1nc(N2CCCCC2)c2c(c1C#N)CCCC2	-17%	-6%
O=C(O)CCCNC(=O)Cn1ccc2cc(Br)ccc21	2%	-2%
O=C(Nc1c(C(=O)N2CCN(c3ccc(F)cc3)CC2)oc2ccccc12)c1ccco1	2%	-3%
Cc1cc(C)c(S(=O)(=O)N2CCN(C(C(=O)NC3CC3)c3ccccc3)CC2)c(C)c1 (configuration not stated)	-7%	-8%
COc1ccc(Cl)cc1NC(=O)c1nnn(Cc2cccc(C(F)(F)F)c2)c1N	24%[57.5 µM]	11%[57.5 µM]
CCC(CCNC(=O)c1cc(C)nc2ccccc12)NC(=O)c1cc(C)nc2ccccc12 (configuration not stated)	1%	9%
CC(Oc1ccccc1)C(=O)Nc1cccc(-c2cn3cccnc3n2)c1 (configuration not stated)	5%	-14%
Cc1cc(C)cc(OCC(=O)N(Cc2ccco2)Cc2ccccc2Cl)c1	?	-23%
CCc1ccc(NC(=O)c2ccc(CN3CC(=O)N4CCCCC4C3=O)cc2)cc1 (configuration not stated)	5%	-4%
COc1ccc2nc(/C(C#N)=C\c3ccc(C)o3)[nH]c2c1	42%[activator]	2%
Cc1cc(C)cc(C(=O)N(Cc2ccco2)C2CC2)c1	-1%	1%
O=C(C1CCC1)N1CCCc2cc(S(=O)(=O)N3CCN(c4cccc(Cl)c4)CC3)ccc21	-13%	-2%
Cc1ccc(-c2nc(CNC(=O)Nc3ccc(F)cc3)c(C)o2)cc1	8%	14%
Cc1cc(-c2cc(C(=O)O)c3ccccc3n2)cc(C)c1C	-3%	0%
CC1=C(C(=O)Nc2ccccc2)C(c2cccc(Cl)c2Cl)NC(=S)N1 (configuration not stated)	-2%	-11%
Cc1ccn2c(Nc3ccc(C(C)C)cc3)c(-c3ccsc3)nc2c1	-4%	-11%
Cc1cccc(CNC(=O)c2ccc3nc(Cc4ccccc4)oc3c2)c1	2%	-5%
Nc1ccc(/C=C/C(=O)c2ccc(F)cc2)cc1	-12%	-5%
COc1cc(C(=O)Oc2ccccc2C#N)ccc1OCc1ccc(Cl)cc1	-1%	-6%
Cc1ccc(C(=O)NCCC(c2ccccc2)c2ccccc2)cn1	-5%	3%
Cc1ccc(-n2nc(CO)c(C(=O)NCc3ccccn3)n2)cc1	-8%	-2%[57.5 µM]
Cc1ccc(N2CC(NC(=O)CCc3ccccc3)CC2=O)cc1 (configuration not stated)	0%	-16%
Cn1cc(-c2cc3n(n2)CCC(=O)N3CCCC(=O)NCc2ccc(F)cc2)c2ccccc21	16%	31%[activator]
Cc1cc(NC(=O)CN2CCN(c3ncccn3)CC2)no1	-3%	6%
Cc1ccc(N=Cc2cccc([N+](=O)[O-])c2)c(C)c1	-9%	-5%
CCOc1ccc(CC(=O)NCCc2csc(-c3ccc(Cl)cc3)n2)cc1	?	-18%
COc1cccc(CN2CCCCC2)c1OC	-6%	-11%
COc1ccccc1-c1cc2nc(C)c(CCC(=O)O)c(C)n2n1	13%	1%
CCCc1nc(N2CCN(CC(=O)N3CCC(C)CC3)CC2)c(C#N)c2c1CCC2	-24%	-10%
CC(=O)c1ccc(NC(=O)c2nc(-c3ccccc3)n(-c3ccc(C)cc3)n2)cc1	-20%	-15%
COc1ccc(Cl)cc1NC(=O)COc1cccc2c(=O)n(C)ccc12	-24%	?
O=S(=O)(c1ccccc1)c1nc(-c2cccc(Cl)c2)oc1NCc1ccccc1	-7%	-4%

As entered above:
Cc1ccc(-n2nc(CO)c(C(=O)NCc3ccccn3)n2)cc1 – AID inh: -8%
Cc1cc(NC(=O)CN2CCN(c3ncccn3)CC2)no1 – AID inh: -3%
COc1ccccc1-c1cc2nc(C)c(CCC(=O)O)c(C)n2n1 – AID inh: 13%

Next results follow:
SMILES	AID inh	UDG counterscr
COCCCn1c(C)cc(C(=O)COc2cccc3c2OC(C)(C)C3)c1C	-4%	-3%
CCOc1cc(-c2ccc(O)c(OC)c2)cc(=O)c2c(C)oc(C)c12	4%	7%
Cc1cccc(N2CCN(Cc3nnc(-c4ccccc4C)o3)CC2C)c1 (configuration not stated)	15%	-10%
Cc1ccc2nc(NCCc3ccccc3)c3nncn3c2c1	-1%	6%
Cc1ccc(-n2ncc(C(=O)NCc3cccs3)c2C2CCN(C(=O)OC(C)(C)C)CC2)c(C)c1	?	-15%
N#C/C(=C/c1ccccc1)C(=O)OCC(=O)N1CCC(Cc2ccccc2)CC1	?	-13%
COc1ccccc1NC(=O)CCCc1nnc2n(C)c(=O)c3sccc3n12	-14%	0%
CC1CCCCC1NC(=S)NC1CC(C)(C)NC(C)(C)C1 (configuration not stated)	5%	6%
CC(Sc1ccc(Br)cc1)c1nc(-c2ccco2)no1 (configuration not stated)	-13%	-7%
Cc1c(-c2ccccc2)nn2c1NC(=O)CC2C(=O)Nc1ccccc1Cl (configuration not stated)	-1%	1%
CSc1ccc(NC(=O)C2C(C=C(C)C)C2(C)C)cc1 (configuration not stated)	-9%	5%

An excerpt of these results, with values under each structure:
Results follow in this order: AID inh, UDG counterscr
> CCOc1cc(-c2ccc(O)c(OC)c2)cc(=O)c2c(C)oc(C)c12
 : 4%, 7%
> CC1CCCCC1NC(=S)NC1CC(C)(C)NC(C)(C)C1 (configuration not stated)
 : 5%, 6%
> Cc1ccc(-n2ncc(C(=O)NCc3cccs3)c2C2CCN(C(=O)OC(C)(C)C)CC2)c(C)c1
 : ?, -15%
> Cc1cccc(N2CCN(Cc3nnc(-c4ccccc4C)o3)CC2C)c1 (configuration not stated)
 : 15%, -10%
> COc1ccccc1NC(=O)CCCc1nnc2n(C)c(=O)c3sccc3n12
 : -14%, 0%
> CSc1ccc(NC(=O)C2C(C=C(C)C)C2(C)C)cc1 (configuration not stated)
 : -9%, 5%
> CC(Sc1ccc(Br)cc1)c1nc(-c2ccco2)no1 (configuration not stated)
 : -13%, -7%

Bioassay records as filed in PubChem BioAssay.

Not all compounds are listed. The share of hits here may be higher or lower than overall.
